PKA-R1A act = activators of PKA-R1A complex; 340,000 tested, 0.083% active; activation, % at 11.4 µM; PKA-R1A dissociation, Cy5-IP20 fluorescence polarization; scaled: DMSO 0%, 113 µM cGMP 100%; P00514+P68181; AID 504707;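 active = percent activation above the mean of all tested compounds plus 3 SD, cut at about 19% in these data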;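 note: higher means more PKAc released from R1A so a rise in polarization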
AddAB inh = less growth of phage-infected E. coli with AddAB; E. coli expressing H. pylori AddAB, absorbance growth; inhibition, % at 11.9 µM; 330,000 tested, 0.29% active; AID 435030; in the data active = inhibition above about 12%;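 note: 0% = vehicle wells of infected cells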
OPRM1-OPRD1 ag = agonists of human mu-delta opioid receptor heterodimerization | P35372+P41143 | cells, OPRM1-OPRD1 heterodimerization, luminescence | activation, % at 9.3 µM | 340,000 tested, 0.3% active | AID 504326; in the data active = activation above about 18%;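 note: 0% = vehicle-treated cells and 100% = reference agonist; values of inactives mirror those of a sister screen read the other way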
Target sequence (P35372 whole entry, looked up): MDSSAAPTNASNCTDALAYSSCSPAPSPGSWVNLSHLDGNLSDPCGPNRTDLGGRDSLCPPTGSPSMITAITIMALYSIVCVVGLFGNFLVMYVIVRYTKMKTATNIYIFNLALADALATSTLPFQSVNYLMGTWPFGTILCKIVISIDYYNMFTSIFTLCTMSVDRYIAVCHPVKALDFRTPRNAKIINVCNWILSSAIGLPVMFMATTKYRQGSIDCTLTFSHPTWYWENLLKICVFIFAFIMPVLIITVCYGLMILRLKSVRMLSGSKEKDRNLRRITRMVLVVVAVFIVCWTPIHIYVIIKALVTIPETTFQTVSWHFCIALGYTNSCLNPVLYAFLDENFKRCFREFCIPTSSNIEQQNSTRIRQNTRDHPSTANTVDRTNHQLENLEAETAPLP
Target sequence (P41143 whole entry, looked up): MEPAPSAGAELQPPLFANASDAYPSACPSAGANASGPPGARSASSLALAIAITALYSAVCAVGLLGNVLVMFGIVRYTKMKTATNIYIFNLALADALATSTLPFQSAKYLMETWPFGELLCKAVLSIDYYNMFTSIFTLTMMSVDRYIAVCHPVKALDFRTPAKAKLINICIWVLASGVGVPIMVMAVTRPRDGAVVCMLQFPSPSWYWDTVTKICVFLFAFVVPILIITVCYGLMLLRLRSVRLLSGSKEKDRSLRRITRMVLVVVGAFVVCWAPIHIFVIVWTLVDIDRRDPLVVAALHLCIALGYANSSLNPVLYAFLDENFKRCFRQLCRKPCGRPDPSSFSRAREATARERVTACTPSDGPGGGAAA
HTR5A inv ag = inverse agonist of human HTR5A in OPRM1-OPRD1 counter-screen; P47898; HTR5A cell line, luminescence, inverse agonism; inhibition, % at 9.3 µM; 340,000 tested, 0.083% active; in the data active = inhibition mostly above about 23%, no sharp cut-off; inactive = mostly below about 18%;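 note: 0% = cells with DMSO and 100% = no-cell wells with DMSO; some compounds called inactive have numbers as strong as hits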
HTR5A ag ctr = HTR5A agonism, opioid heterodimer counter-screen; HTR5A agonist assay, luminescence, cell-based; activation, % at 9.3 µM; AID 504692; P47898; 340,000 tested, 0.61% active; in the data active = activation mostly above about 9.5%, no sharp cut-off; inactive = mostly below about 7.6%;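 note: 0% = cells with vehicle only and 100% = reference agonist; strong numbers were not always called active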
Mot1-301 SUMO = inhibitors of SUMOylation pathway: yeast Mot1-301 growth rescue; growth rescue, % at 18.8 µM; S. cerevisiae Mot1-301 growth rescue, ATP luminescence, 38.5C; percent above DMSO median, 100 means doubled; 320,000 tested, 1% active;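 active = every valid replicate shows activation above 250% relative to neutral control wells; inactive = the rest, any valid replicate at or below 250%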;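 note: OY570 slx delta 5 strain wells were the positive control but not used for scaling; some compounds called inactive have numbers as strong as hits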
E coli growth = bacterial growth inhibition, counter-screen for AddAB inhibitors; inhibition, % at 11.9 µM; E. coli V3065 growth, OD600 absorbance, 18 h; 330,000 tested, 0.27% active;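 active = inhibition above the campaign's mean inhibition across all tested compounds plus 3 SD, cut at about 9.9% in these data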;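 note: uninfected addAB+ strain grown without phage in ampicillin broth; 0% = DMSO wells and 100% = ciprofloxacin 0.95 µg/ml wells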
phage Ecoli inh = E. coli growth loss with phage present | growth absorbance | inhibition, % at 11.9 µM | 360,000 tested, 0.26% active; in the data active = inhibition above about 11%
MOR-DOR inv ag = mu-delta opioid heterodimer inverse agonism | P35372+P41143 | cell-based MOR-DOR heterodimer luminescence | inhibition, % at 9.3 µM | 340,000 tested, 0.21% active | AID 504357; in the data active = inhibition above about 22%, passing the limit was not always enough;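 note: 0% = cells with DMSO and 100% = wells without cells with DMSO; values of inactives mirror those of a sister screen read the other way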
PfHsp90 set2 = inhibits growth of yeast expressing Plasmodium falciparum Hsp90 | S. cerevisiae expressing PfHsp90, BacTiter-Glo ATP, 48 h; yeast lacking PDR1 and PDR3 efflux regulators | inhibition, % at 9.4 µM | 310,000 tested, 0.32% active;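 active = every replicate shows inhibition above about 80%, whatever the replicate mean, limit read from the data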;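 note: 0% = DMSO neutral controls and 100% = 20 µM radicicol positive controls; yeast relying on Plasmodium falciparum Hsp90 in place of its own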
DSG3 Ab inh = human desmoglein-3 autoantibody binding inhibition; 310,000 tested, 0.48% active; AID 588358; binding (percent of control), % at 10 µM; DSG3-coupled beads, scFv-anti-DSG3-GFP binding, flow cytometry; hits give low values;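 active = binding more than 3 SD below its plate's average and above zero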;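 note: hits lower antibody fragment binding to DSG3; some compounds called inactive have numbers as strong as hits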
* = called active by the depositor; . = no result given.

SMILES	PKA-R1A act	AddAB inh	OPRM1-OPRD1 ag	HTR5A inv ag	HTR5A ag ctr	Mot1-301 SUMO	E coli growth	phage Ecoli inh	MOR-DOR inv ag	PfHsp90 set2	DSG3 Ab inh
COc1ccc(C)cc1NC1=C(Cl)C(=O)N(C2CCCCC2)C1=O	-2	-0.2	5.4	-8	3	-5	0.5	-0.9	-29	-43	100
O=C(Nc1ccc([N+](=O)[O-])cc1)OCCc1ccccn1	3	-0.2	-2.5	-11	3	114	0.1	2.1	13	40	94
C=CSc1sc(Cl)c(N(C)C)c1[N+](=O)[O-]	0	0.8	-0.4	9	-3	411*	-0.3	4.7	2	-21	96
CNC(=S)SCCOc1ccc(C)cc1	3	-2.6	6.8	-12	-4	291	-1.1	3.1	-47	33	111
COc1ccc2c(c1OC)C(=O)OC2Nc1ccc(S(=O)(=O)N=C(N)N)cc1 (stereo unspecified)	-9	0.9	-2.8	-7	0	-8	-0.9	-0.9	14	-2	91
CN1CCC(N(C)C(=O)NC2CCCCC2)CC1	-2	0.1	-1.7	-9	3	0	-1.0	-3.2	8	.	114
Cc1cccc(CSc2nc(N)c(C#N)c(-c3cccs3)c2C#N)c1	-2	1.8	1.0	2	-1	2	1.4	1.9	-4	-3	101
CCN(CC)S(=O)(=O)c1ccc2[nH]c(=O)c3ccccc3c2c1	0	.	-0.2	1	0	-4	.	1.5	1	-25	121
COc1ccccc1N1CCN(S(=O)(=O)c2ccc3nc(-c4ccccc4)[nH]c3c2)CC1	-10	-1.4	0.7	4	5	223	-0.5	4.1	-4	-17	.
Cc1cccc(NC(=O)CSc2nnc(CNC(=O)c3ccco3)n2C)c1C	-3	0.1	-4.4	5	1	8	-0.1	0.4	21	-4	101
O=c1[nH]n(-c2ccccc2)c(=O)c(Cl)c1Cl	-3	2.4	-0.8	17	-2	-4	-0.8	.	4	10	102
Cc1n[nH]c(C)c1S(=O)(=O)N1CCCC(C(=O)N2CCc3ccccc32)C1 (stereo unspecified)	5	1.9	0.0	-65	8	-10	-0.7	0.8	0	25	73
COc1ccc(-c2c(C)nn(-c3ccccc3)c2N)cc1	-8	0.6	-2.8	1	3	-4	1.7	-1.4	15	.	99
C[C@@H](C(=O)NC1CCCCC1)N1C(=O)N2CCc3c([nH]c4ccccc34)[C@@]2(C)C1=O	6	2.9	0.2	-4	0	3	1.2	-1.7	-1	-20	98
Cc1c(OCC(=O)N[C@@H](Cc2ccccc2)C(=O)O)ccc2c3c(c(=O)oc12)CCC3	-8	1.9	-1.6	-24	-2	3	-1.7	2.5	9	7	93
O=C(Nc1ncccc1Cl)C1COc2ccccc2O1 (stereo unspecified)	1	1.4	-1.5	11	-2	0	2.7	-0.1	8	-1	100
NS(=O)(=O)c1ccc(CCNC(=O)CSc2nc3ccsc3c(=O)n2C2CC2)cc1	-3	2.7	1.6	-16	2	-8	2.4	0.0	-8	-13	.
CCCCCc1ccc(-c2cn(CC3CCCCC3)nn2)cc1	7	2.5	0.1	-5	2	21	0.0	-2.4	0	-4	101
CC1(C)CC(NC(=O)c2ccncc2)CC(C)(C)N1O	-4	3.2	-1.5	-15	8	-7	-0.9	4.1	9	4	82
CN(Cc1ccccc1)C(=O)COC(=O)c1cc([N+](=O)[O-])ccc1N1CCOCC1	-7	2.1	-4.0	8	0	-7	-1.1	0.4	19	11	96
O=C(N=Nc1c(O)[nH]c2ccc([N+](=O)[O-])cc12)c1ccccc1[N+](=O)[O-]	-5	5.9	-4.3	17	-7	6	2.0	1.0	22	-2	102
CCC(C)n1c(OC)nc2c1c(=O)n(C)c(=O)n2C (stereo unspecified)	-2	-0.3	-1.1	11	-4	0	-3.5	3.4	6	20	102
CCc1nc(SCC(=O)N2CCCCC2)c2c(=O)n(C)c(=O)n(C)c2n1	4	3.4	-0.8	9	-1	-10	1.2	1.5	4	8	105
CCOc1ccc(/C=C2\SC(=O)N(CCNC(=O)CN3C(=O)NC4(CCCC4)C3=O)C2=O)cc1OC	-5	-0.8	-2.5	1	2	15	-0.2	1.7	14	-6	.
Cc1ccc(C)c(OCC(=O)Nc2ccccc2C(=O)N2CCN(C)CC2)c1	6	-2.3	-2.3	-10	3	3	-2.4	-0.7	13	2	111
CCN(CC)C(=O)c1[nH]cnc1C(=O)N[C@@H](CC(C)C)C(=O)OCc1ccccc1	0	0.6	-1.4	-18	5	-21	-2.3	4.6	8	-7	102
CC(/C=N/n1c(-c2cc(C)[nH]n2)n[nH]c1=S)=C\c1ccco1	-6	-2.2	-1.1	8	-3	-11	-0.3	-0.1	5	-11	.
COC(=O)c1ccccc1NC(=O)C1CCCN(c2nnc(-n3cccc3)s2)C1 (stereo unspecified)	-12	-1.7	0.8	2	2	0	-3.5	0.5	-5	-2	95
O=C(Cc1ccccc1)Nc1ccc(Cl)cn1	2	2.2	-1.2	7	5	-11	2.2	-0.3	6	-5	110
COc1ccc(CCC(C)N(C)Cc2ccccc2)cc1 (stereo unspecified)	-11	3.2	-2.2	5	-1	1	0.5	3.2	11	-4	110

Three structures already listed, arranged by number of heavy atoms, smallest number first:
SMILES	PKA-R1A act	AddAB inh	OPRM1-OPRD1 ag	HTR5A inv ag	HTR5A ag ctr	Mot1-301 SUMO	E coli growth	phage Ecoli inh	MOR-DOR inv ag	PfHsp90 set2	DSG3 Ab inh
CC(/C=N/n1c(-c2cc(C)[nH]n2)n[nH]c1=S)=C\c1ccco1	-6	-2.2	-1.1	8	-3	-11	-0.3	-0.1	5	-11	.
COC(=O)c1ccccc1NC(=O)C1CCCN(c2nnc(-n3cccc3)s2)C1 (stereo unspecified)	-12	-1.7	0.8	2	2	0	-3.5	0.5	-5	-2	95
CCN(CC)C(=O)c1[nH]cnc1C(=O)N[C@@H](CC(C)C)C(=O)OCc1ccccc1	0	0.6	-1.4	-18	5	-21	-2.3	4.6	8	-7	102

Next compounds follow:
SMILES	PKA-R1A act	AddAB inh	OPRM1-OPRD1 ag	HTR5A inv ag	HTR5A ag ctr	Mot1-301 SUMO	E coli growth	phage Ecoli inh	MOR-DOR inv ag	PfHsp90 set2	DSG3 Ab inh
Cc1nn(C(=O)c2cccnc2)c(C)c1Sc1ccccc1	-1	6.5	3.2	25	4	-3	3.2	3.2	-17	33	101
O=C(c1cccs1)c1coc2ccc(O)c(CN(CCO)CCO)c12	4	1.1	-1.7	-4	0	-7	0.3	-1.9	8	.	105
N#CC[C@H](Cc1ccccc1)N1CCN(CCc2ccccc2)CCC1=O	-5	3.9	-2.2	-7	1	-3	1.7	1.3	12	-3	106
O=C(O)C1CCN(C(=O)CSc2nc3ccccc3s2)CC1	-4	-0.8	-0.6	-3	1	9	-0.9	1.1	3	-24	100
CC[C@H]1CCCCc2ccccc2[C@@H](C(=O)C[C@@H](O)CC(C)=O)OC1=O	-10	3.7	-1.8	12	-3	527*	-1.2	1.9	8	11	102
CCOc1ccc(NC(=O)Cn2cc(C(=O)CC)c3ccccc32)cc1	8	-4.5	-1.1	2	-1	23	0.1	.	6	5	92
CC(=O)Nc1ccc(S(=O)(=O)Nc2ccc3c(c2)OCCO3)cc1Cl	.	2.4	.	.	.	-5	-2.5	0.9	.	-3	97
Cc1ccc(NC(=O)c2cnn(-c3ccccc3)c2NC(=O)c2ccco2)cc1	-3	3.7	-3.9	-24	10	-14	0.0	1.6	16	11	.
CC(C)OCCCn1c(=O)c2ccccc2n2c(CCC(=O)O)nnc12	-5	-0.4	-2.6	-13	3	-33	0.7	1.0	13	-4	100
COc1ccccc1Nc1ncc(C(=O)Nc2ccc(OC)c(OC)c2)c2ccccc12	-3	2.1	-0.7	6	1	150	1.7	2.0	4	1	94
COc1cc(C(=O)c2c(C)c(CCC#N)n3ccccc23)cc(OC)c1OC	11	2.6	-2.6	1	0	7	-3.5	3.2	15	11	100
COc1ccc2nc(SCc3cccc(C)c3)nc(C)c2c1	-3	-1.0	1.7	13	-6	3	0.7	-1.7	-11	-23	104
COC(=O)CCC(=O)Nc1ccc(S(=O)(=O)N2CCc3ccccc32)cc1	1	-0.1	-0.4	-14	-1	-12	-1.2	-1.0	2	-6	110
CCOc1ccc(N2CC(C(=O)Oc3ccccc3)CC2=O)cc1 (stereo unspecified)	1	2.0	-1.7	-3	2	3	2.7	0.3	9	-3	83
CCN(CC)S(=O)(=O)c1ccc(NC(=S)NC(=O)C2CCC2)cc1	8	.	-4.3	-1	1	.	.	-1.9	22	16	104
CCOC(=O)c1cnc(SC)nc1Oc1cccc(NS(=O)(=O)c2ccc(C)cc2)c1	7	0.5	-1.2	-21	8	2	0.3	3.3	8	15	.
CCn1nc(C)cc1C(=O)N1CCCC(N(C)CCc2ccc(OC)c(OC)c2)C1 (stereo unspecified)	-14	0.2	-3.8	6	1	-4	1.3	-1.6	21	-3	99
O=C(NCc1ccncc1)c1cccc(NS(=O)(=O)c2ccc(F)c(F)c2)c1	-2	1.6	0.2	-4	2	1	1.6	4.9	-1	8	105
CS(=O)(=O)N(Cc1ccccc1)c1ccc(C(=O)N2CCc3ccccc3C2)cc1	-9	-2.2	2.2	1	3	-2	0.9	1.9	-14	-6	.
O=C(Nc1nc2ccc(S(=O)(=O)N3CCCCC3)cc2s1)c1cccnc1	-11	3.1	-0.6	-31	-5	-1	-1.4	1.9	3	.	150
CC(C)(C)OC(=O)N1CCC(C(=O)Nc2ccc(C(=O)N3CCCC3)cc2)CC1	-4	.	1.4	8	-2	.	.	5.3	-7	15	103
C=CCn1c(SCC(=O)Nc2ccccc2F)nnc1C(C)NC(=O)c1ccccc1F (stereo unspecified)	2	2.8	-0.5	-5	1	24	3.0	0.1	2	-33	105
Cn1cc(CN2CCN(CCc3ccccc3)C(CCO)C2)cn1 (stereo unspecified)	-11	5.9	2.2	12	0	8	-1.5	3.6	-16	1	106
CC(=O)N1CCc2cc(S(=O)(=O)CCC(=O)Nc3cc(C)cc(C)c3)ccc21	-12	4.7	-1.0	6	6	6	-0.5	3.7	5	2	101
O=C(CSc1nnc(CNc2ccc(F)cc2)n1-c1ccccc1)N1CCOCC1	2	1.3	1.5	-10	4	.	2.1	2.9	-9	36	101
CCOc1ncccc1C(=O)N1CCCSC1=Nc1ccccc1OC	0	-0.2	-2.6	-10	4	-17	-0.9	-1.7	12	10	103
CCOC(=O)c1c(NC(=O)COC(=O)Cn2c(C)nc3ccccc32)sc2c1CCCC2	0	1.1	0.3	-1	2	38	-2.4	2.6	-2	-51	101
CCOC(=O)C1(CCOC)CCN(Cc2ccc(C3CCCCO3)s2)CC1 (stereo unspecified)	-14	3.2	1.8	20	-5	-10	-0.8	3.4	-10	40	105
Cc1cc(SCc2ccc(C(F)(F)F)cc2)nc(=O)[nH]1	-4	3.9	-1.7	-4	-1	44	0.3	1.1	9	-17	101
CCOC(=O)c1c(N)sc(C(=O)N(C)C)c1C	5	2.2	1.0	9	-2	7	-1.0	0.0	-5	5	114
O=C(C1CCCN1S(=O)(=O)c1ccc(Cl)cc1)N1CCOCC1 (stereo unspecified)	-2	5.2	-1.9	3	-4	-8	-0.1	2.6	10	18	.
COc1cccc(CN2CCSCC2)c1	-3	1.4	1.3	12	-1	18	0.8	-0.7	-8	0	94

Bioassay records from PubChem.

An unsorted share of the library. About 3.2% of those tested had a hit in this group.
